eIF4E 4G PPI: inhibitors of eIF4E and eIF4G interaction in translation initiation; P63073+Q04637; TR-FRET eIF4E-eIF4GI(517-606) binding, 2 h; inhibition, % at 21.7 µM; 220,000 compounds, 0.37% hits; AID 782;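 also: 0% = full FRET control wells and 100% = background wells lacking eIF4GI fragment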
Target sequence (P63073 whole entry, looked up, the tested form may be a part): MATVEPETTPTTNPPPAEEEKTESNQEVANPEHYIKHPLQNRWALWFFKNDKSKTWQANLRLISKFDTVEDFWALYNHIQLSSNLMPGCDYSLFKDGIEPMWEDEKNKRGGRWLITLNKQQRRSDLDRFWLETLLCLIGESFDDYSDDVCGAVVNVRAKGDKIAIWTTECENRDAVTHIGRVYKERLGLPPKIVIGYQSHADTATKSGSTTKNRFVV
Target sequence (Q04637 whole entry, looked up, the tested form may be a part): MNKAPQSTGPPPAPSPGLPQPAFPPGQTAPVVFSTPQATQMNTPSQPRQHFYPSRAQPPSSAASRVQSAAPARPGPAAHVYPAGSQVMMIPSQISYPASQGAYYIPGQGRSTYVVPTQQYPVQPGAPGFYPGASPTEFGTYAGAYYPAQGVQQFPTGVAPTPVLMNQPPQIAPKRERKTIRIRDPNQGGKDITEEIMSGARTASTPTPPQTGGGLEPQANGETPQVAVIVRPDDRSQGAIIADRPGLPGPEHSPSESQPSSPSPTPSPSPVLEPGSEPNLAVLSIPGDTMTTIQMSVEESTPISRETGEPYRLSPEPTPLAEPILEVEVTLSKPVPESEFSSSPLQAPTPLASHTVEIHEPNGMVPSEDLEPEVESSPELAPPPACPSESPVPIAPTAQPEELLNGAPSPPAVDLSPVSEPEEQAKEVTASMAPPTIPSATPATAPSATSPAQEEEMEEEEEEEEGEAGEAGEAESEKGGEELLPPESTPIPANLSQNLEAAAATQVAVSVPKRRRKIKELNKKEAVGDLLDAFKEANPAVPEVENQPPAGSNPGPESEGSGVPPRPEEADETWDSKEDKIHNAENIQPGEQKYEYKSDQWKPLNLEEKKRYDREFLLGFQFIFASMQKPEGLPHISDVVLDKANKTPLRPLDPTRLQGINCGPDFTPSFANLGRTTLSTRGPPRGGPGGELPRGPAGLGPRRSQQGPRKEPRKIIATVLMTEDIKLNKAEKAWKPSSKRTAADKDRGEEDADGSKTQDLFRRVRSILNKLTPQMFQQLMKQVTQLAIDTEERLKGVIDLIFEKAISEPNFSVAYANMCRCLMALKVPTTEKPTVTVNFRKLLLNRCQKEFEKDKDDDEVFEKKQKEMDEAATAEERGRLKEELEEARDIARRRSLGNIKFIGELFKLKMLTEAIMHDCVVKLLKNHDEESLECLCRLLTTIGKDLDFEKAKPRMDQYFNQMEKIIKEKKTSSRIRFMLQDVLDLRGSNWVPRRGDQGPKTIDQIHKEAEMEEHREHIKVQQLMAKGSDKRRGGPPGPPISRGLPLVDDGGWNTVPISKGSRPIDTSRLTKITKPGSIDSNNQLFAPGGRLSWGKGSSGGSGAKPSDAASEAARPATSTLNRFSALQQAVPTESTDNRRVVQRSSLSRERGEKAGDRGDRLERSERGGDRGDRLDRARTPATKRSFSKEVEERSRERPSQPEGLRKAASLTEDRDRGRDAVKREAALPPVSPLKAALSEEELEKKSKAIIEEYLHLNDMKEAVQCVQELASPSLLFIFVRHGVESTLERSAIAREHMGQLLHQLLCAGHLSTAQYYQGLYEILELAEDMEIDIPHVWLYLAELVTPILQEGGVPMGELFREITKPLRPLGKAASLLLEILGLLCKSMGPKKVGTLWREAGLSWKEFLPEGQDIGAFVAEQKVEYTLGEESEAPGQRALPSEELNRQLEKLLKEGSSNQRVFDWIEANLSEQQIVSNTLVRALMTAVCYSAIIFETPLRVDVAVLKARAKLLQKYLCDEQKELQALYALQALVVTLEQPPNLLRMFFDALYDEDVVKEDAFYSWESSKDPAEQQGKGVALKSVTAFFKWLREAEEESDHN
EBV gp42 block: EBV gp42 inhibition; inhibition, % (tested at 21.74 µM); AID 1085; Q1HVG2; Fluorescence polarization binding assay, mP read-out; 220,000 compounds, 0.42% hits; in the data active = inhibition above about 50%
14-3-3 Bad PPI: disrupts binding of bovine 14-3-3 zeta to phospho-Bad peptide | P63103 | TR-FRET 14-3-3zeta/Dy647-pBad peptide displacement, 1 h | inhibition, % at 21.7 µM | 220,000 compounds, 0.71% hits | AID 781;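 active = inhibition above about 70%, limit read from the data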;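 also: 0% = full 14-3-3 plus peptide FRET controls and 100% = background without 14-3-3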
NCF1 inh: inhibitors of human p47phox binding; P14598; 220,000 compounds, 0.53% hits; inhibition, % at 24.7 µM; AID 1274; p47phox/p22phox peptide binding, fluorescence polarization, 2 h;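 also: 0% = p47phox with labelled peptide and 100% = labelled peptide alone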
Furin inhibitor: inhibitors of human furin. purified furin, fluorogenic substrate cleavage. inhibition, % at 30 µM. 220,000 compounds, 0.061% hits. P09958; in the data active = inhibition above about 25%; also: inactives centre near -15
Thrombin inh: thrombin (human) inhibition; alpha-thrombin, Boc-VPR-AMC fluorogenic substrate cleavage; inhibition, % at 5 µM; 220,000 compounds, 0.26% hits;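 active = inhibition at or above 40%; inactive = inhibition below 40%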;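 also: 0% = enzyme with no compound and 100% = wells without enzyme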
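Assay system: human alpha-thrombin enzyme. Reagent: Boc-VPR-AMC substrate, 15 µM final. Compound dosing: one concentration per compound, 5 µM, with 0.2% DMSO. Incubation: room-temperature reaction. Technique: AMC fluorescence, 355/460 nm. Measure: % inhibition relative to enzyme controls and enzyme-free blanks.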
KLK5 inh: kallikrein 5 (human) inhibition; recombinant hK5, fluorogenic AMC substrate cleavage; inhibition, % at 5 µM; 210,000 compounds, 0.59% hits;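 active = inhibition of 40% or more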;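 also: 0% = enzyme controls without compound and 100% = no-enzyme blanks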
Rad51 HR inh: blocks human Rad51 in homologous recombination. Q06609. hRad51 DNA strand exchange, fluorescence dequenching. inhibition, % at 10 µM. 200,000 compounds, 0.085% hits;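 active = inhibition above 40% at the single screening dose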;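 also: 0% = DMSO control wells and 100% = blanks with heterologous ssDNA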
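Test system: preformed human Rad51 ssDNA filaments. Compound dosing: single dose, 10 µM final compound. Incubation: filaments 15 min 37 °C, then compound 30 min. Technique: FRET fluorescence dequenching, excitation 485 nm, emission 520 nm. Read-out basis: percent inhibition from fluorescence, normalised to plate control and blank means. Benchmarks: plate controls and plate blanks.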
KCC2 mod: modulates chloride dependent transport by human KCC2; Q9H2X9; KCC2 cells, thallium flux FluoZin-2 fluorescence; B-score of Tl+ flux slope (higher = more flux/activation; lower = inhibition) at 10 µM; 190,000 compounds, 2.2% hits; AID 1456;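 active = thallium flux slope and its plate-corrected score both differing from the plate sample mean at a set confidence after two filtering rounds, in either direction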;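 also: slope of fluorescence scaled to starting intensity during 10 to 20 s after thallium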
An asterisk follows results filed as active; i = inactive; x = not tested or not shown; [ ] = another dose, or the depositor's remark.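 The calls were made as follows, unless noted: active = inhibition above about 30% (limit read from the data); inactive = the rest.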

no.	Compound	eIF4E 4G PPI	EBV gp42 block	14-3-3 Bad PPI	NCF1 inh	Furin inhibitor	Thrombin inh	KLK5 inh	Rad51 HR inh	KCC2 mod
1	O=S(=O)(NCCn1ccc2ccccc21)c1ccccc1	-2	5	6	-36	-9	-6	0	2	0.2
2	O=C(OCc1ccccc1)/C(=C/c1cccc2ccccc12)NC(=O)c1ccccc1	0	-7	6[fluorescence artefact?]	-8	2	14	47*	6	0.66
3	CC(C)(C)c1nc(SCC(=O)NCc2ccco2)c2ccccc2n1	2	3	17	-9	-19[20 µM]	0	-25	-4	1.1
4	N#Cc1ccc(-c2ccccc2)nc1SCCN1CCOCC1	22	-2	1[fluorescence artefact?]	2	-23	-4	-13	-8	-0.88
5	Cc1ccccc1NC(=S)NNC(=O)c1ccncc1	-3	-10	-10	-1	-24	-8	-2	1	-0.12
6	COc1ccc(NC(=S)N2CCC(N(C)CC3CCCO3)CC2)cc1 (stereo not drawn)	5[fluorescence artefact?]	3	-9	-8	-5	-4	-20	0	0.85
7	COc1ccc(F)cc1C(=O)C1CCCN(Cc2ccc(Oc3ncccn3)cc2)C1 (stereo not drawn)	7	-7	-6	2	-15	3	-2	7	0.27
8	Cc1ccc(-n2c(CCC(=O)O)ccc2-c2cccs2)cc1C	15	-26	3	-29	-29[20 µM]	5	-19	-2	-0.81
9	CC(C)CCN1CC(C(=O)N2CCN(c3ccc(F)cc3)CC2)CC1=O (stereo not drawn)	5	-5	-11	-7	-24	3	-14	2	-0.26
10	CCOc1cccc(C(=O)NNC(=O)CCC(=O)O)c1	4	-8	-6	-1	-12	-7	-11	x	0.89
11	CCC(=O)N1CCc2cc(Br)cc(S(=O)(=O)CCC(=O)N(CC)CC)c21	-7	16	-5	9	-9	-5	2	x	0.46
12	COc1ccc(OC)c(CNCCNC(=O)c2ccco2)c1	-4	-10	62	-9	-19[20 µM]	5	-11	7	0.031
13	N/C(=N\OC(=O)c1cccc(Cl)c1)c1cccnc1	1	-9	-2	-5	-13[20 µM]	47*	-1	1	0.032
14	COc1ccc(C(CNC(=O)c2cc3ccccc3cc2OC)N2CCCC2)cc1 (stereo not drawn)	-3	-20	0	-14	-8[20 µM]	23	-2	x	0.88
15	CCCSc1nc(O)c(C2OC(=O)c3c2ccc(OC)c3OC)c(=O)n1C (stereo not drawn)	-16	-14	10	1	3[20 µM]	1	-7	1	1.7
16	O=C(O)c1ccccc1SCC(=O)N1CCOCC1	-3	6	4	-11	-1	41*	29	-13	0.83
17	Clc1ccc(-c2nnc3sc(Cc4cccs4)nn23)c(Cl)c1	-2	-17	0	-17	-9	6	-7	-1	x
18	CCN1CCN(c2oc(COc3ccc(Cl)cc3)nc2C#N)CC1	0	-10	2	-97	0	16	10	x	-1.8
19	CC(=O)c1cc(-c2ccccc2)[nH]c1N1CCCC1	1[fluorescence artefact?]	4	1[fluorescence artefact?]	16	-25[20 µM]	0	-10	3	-0.083
20	c1ccc(-n2cccc2)c(N2CCCCC2)c1	4	-7	6	-14	-1	-5	39	-3	-0.34
21	CCOc1ccc(C(C)NC(=O)c2cccc(F)c2)cc1 (stereo not drawn)	11[fluorescence artefact?]	-9	-2	-20	-17	-5	-9	9	0.42
22	O=C(NCCc1ccccc1)C1CCN(S(=O)(=O)N2CCCC2)CC1	3	-12	6	0	-15	6	4	3	0.24
23	O=C(COC(=O)CNS(=O)(=O)c1ccc(F)c(F)c1F)Nc1ccc(OC(F)F)cc1	-4	-13	8[fluorescence artefact?]	-1	-7	-6	-13	2	-1
24	O=C(Cn1c2[n+](c3ccc(C(F)(F)F)cc31)CCCCC2)Nc1ccc(Br)cc1	1	-24	5	-10	-23	1	-2	-2	-0.31
25	O=C(CN1CCN(Cc2ccc(Cl)cc2)CC1)N/N=C/c1cccc(F)c1	7	-15	1	-9	-13	-1	4	x	-0.01
26	CCOc1ccc(N2C(=O)CC(N(CCc3ccc(OC)c(OC)c3)C(=O)/C=C/C(=O)O)C2=O)cc1 (stereo not drawn)	-3	-21	-2	2	-13	-3	3	3	-2.3
27	Cc1nc2sc3c(c2c(=O)n1/N=C/c1ccco1)CCCC3	5	-16	0	-16	-28	3	-3	-5	-0.042
28	CC(=O)NC(=S)Nc1ccccc1C(=O)NC1CCCCC1	0	-9	-21	-8	-17	4	-3	x	0.55
29	CCCCNC(=O)Cn1nc([N+](=O)[O-])c([N+](=O)[O-])c1C	3	-27	-11[fluorescence artefact?]	-5	-9	-4	-19	6	-0.31
30	CC(C)(CN1CCc2ccccc2C1)NS(=O)(=O)c1ccc(Cl)cc1	-2	0	0	-7	-19	2	2	6	-1.2

Retrieved one by one from the list above, 3 records:
no.	Compound	eIF4E 4G PPI	EBV gp42 block	14-3-3 Bad PPI	NCF1 inh	Furin inhibitor	Thrombin inh	KLK5 inh	Rad51 HR inh	KCC2 mod
29	CCCCNC(=O)Cn1nc([N+](=O)[O-])c([N+](=O)[O-])c1C	3	-27	-11[fluorescence artefact?]	-5	-9	-4	-19	6	-0.31
25	O=C(CN1CCN(Cc2ccc(Cl)cc2)CC1)N/N=C/c1cccc(F)c1	7	-15	1	-9	-13	-1	4	x	-0.01
21	CCOc1ccc(C(C)NC(=O)c2cccc(F)c2)cc1 (stereo not drawn)	11[fluorescence artefact?]	-9	-2	-20	-17	-5	-9	9	0.42

The list continues.
no.	Compound	eIF4E 4G PPI	EBV gp42 block	14-3-3 Bad PPI	NCF1 inh	Furin inhibitor	Thrombin inh	KLK5 inh	Rad51 HR inh	KCC2 mod
31	CC(C)=C1C2CCC1C1C(=O)N(NC(=O)COc3ccc(C(C)(C)C)cc3)C(=O)C21 (stereo not drawn)	5	-14	-5	-7	-11[20 µM]	2	-10	4	0.032
32	COc1ccc(CCNC(=O)COC(=O)C23CC4CC(CC(Br)(C4)C2)C3)cc1	4	-14	0[fluorescence artefact?]	-10	-3	-9	-18	-7	-0.86
33	Cc1cc(C)c(C#N)c(SCC(=O)CC(=O)OC(C)C)n1	-3	-3	8	-4	-9	-5	-29	x	0.068
34	COc1ccccc1/C=N/NC(=O)CC(=O)NCc1ccccc1	3	11	1	-3	2	-5	x	x	-0.36
35	Cn1c(=O)c(=O)n(C)c2cc(S(=O)(=O)N3CCN(Cc4ccccc4)CC3)ccc21	-1	-1	-11	2	-19	3	-3	x	-0.3
36	CC(=O)N1CCN(S(=O)(=O)c2ccc(Cl)cc2F)CC1	-2	3	-15	-4	-16	-5	-4	10	-0.36
37	O=C(Cc1ccccc1)NC1CCN(Cc2ccccc2)CC1	1	-6	2	-4	-20	-2	0	0	0.082
38	CCN(CC)S(=O)(=O)c1ccc(C(=O)Nc2nnc(CSC)o2)cc1	0	-6	-8	x	-21	0	9	x	-0.27
39	O=C(Nc1ccccc1)C(c1ccccc1)C1CCCC1 (stereo not drawn)	6[fluorescence artefact?]	-7	-1	-3	-26	-3	-7	-1	-0.64
40	CC1(C)NC(=O)NC2(C)NC(=O)NC(C)(C)C12 (stereo not drawn)	2[fluorescence artefact?]	-6	8[fluorescence artefact?]	-9	-8	-4	8	4	0.047
41	CCc1ccccc1NC(=S)N(CCN1CCOCC1)Cc1ccccc1F	1	10	-2	4	-17	-10	-1	2	-1
42	O=C1CN(C(=O)CNC(=O)c2cccc(Cl)c2)c2ccccc2N1	1	-31	-14	-10	-16	2	6	4	0.83
43	CCN(CC)CCCC(C)Nc1c2ccc(Cl)cc2nc2ccc(OC)cc12 (stereo not drawn)	5	118*	-12	4	x	x	x	x	i
44	CN1CCN(C(=O)CN2C(=O)CC(C)(C)S(=O)(=O)c3ccccc32)CC1	-3[fluorescence artefact?]	-3	-14	-11	-2[20 µM]	-2	-24	3	x
45	CC(=O)Nc1ccc(C(=O)n2cnc3cc(C)c(C)cc32)cc1	14	-21	7	-5	-10[20 µM]	0	4	8	x
46	CCC(CC)C(=O)Nc1cccc(S(=O)(=O)c2cccc(NC(=O)C(CC)CC)c2)c1	-3	-3	3	-22	-14[20 µM]	-21	2	4	-0.55
47	COc1ccc(NC(=O)c2ccc(=O)oc2)cc1	2	-16	4	0	-12	-2	-9	x	0.68
48	CCOC(=O)NC(c1cccc(Cl)c1)C1CCCCCC1=O (stereo not drawn)	1	-9	-28	4	-25[20 µM]	2	-2	-5	-0.33
49	O=C(Nc1nnc(-c2ccccc2Cl)s1)C1CCN(S(=O)(=O)c2ccc(Cl)cc2)CC1	2	2	3	9	-27	-1	-8	3	-0.094
50	CC1(c2ccccc2)CC(C)(C)N(C(=O)c2cc([N+](=O)[O-])cc([N+](=O)[O-])c2)c2ccccc21 (stereo not drawn)	16	-3	-5	-1	-20	-7	-10	12	-0.66
51	CCOC(=O)C1(CCCc2ccccc2)CCN(C(=O)C2=C(C)OCCO2)CC1	0	0	-14	-4	-20	-4	x	9	-4.5
52	CCOC(=O)c1c(N)sc2c1CCSC2	-6	-1	8	-20	-11[20 µM]	-5	0	0	-0.46
53	O=c1nc2sc3ccccc3n2c(=O)n1-c1cccc(Cl)c1	0	-7	-6[fluorescence artefact?]	-75	-11[20 µM]	-3	-5	7	-0.69
54	CC(=O)Nn1cnc2c(c1=O)C1(CCCC1)Cc1ccccc1-2	-1	-5	4	-14	-5[20 µM]	0	-21	-4	-1.2
55	COc1ccc(/C=N/NC(=O)Nc2nonc2N)cc1	-3	2	-8	-9	-12[20 µM]	0	-3	-7	0.24
56	O=C1N(Cc2cccnc2)C[C@@H]2C[C@@H](c3ccc4nonc4c3)N3CCC[C@@]123	-3	-6	-5	0	-9	-12	2	12	x
57	COc1ccc(NC(=S)NC(NC(=O)c2ccc(Cl)cc2Cl)C(Cl)(Cl)Cl)c([N+](=O)[O-])c1 (stereo not drawn)	-15	-3	1	-4	-9[20 µM]	4	-2	-8	-0.53
58	COC(=O)/C(C#N)=C/c1c(N2CCN(Cc3ccc4c(c3)OCO4)CC2)nc2c(C)cccn2c1=O	-5	-4	0	-39	-1	-3	1	10	0.14
59	O=C1C2CCCN2C(c2cccc(Br)c2)N1c1ccc(F)cc1 (stereo not drawn)	3	-23	6[fluorescence artefact?]	-17	-23	-4	-2	0	1
60	CCOC(=O)N1CCN(c2c(-c3ccc(C(C)C)cc3)c(=O)c2=O)CC1	0	-10	2[fluorescence artefact?]	-18	-8	6	-3	-5	x
61	Cn1cnc([N+](=O)[O-])c1C(=O)Nc1cccc([N+](=O)[O-])c1	-1	-2	-1	x	-25	-6	8	x	0.63
62	CCOC(=O)c1sc2nc(NC(=O)COc3ccccc3)sc2c1C	-1	-10	0	-8	-25	-4	-25	5	-0.91
63	CC(C)Cc1nc(N2CCC(C(N)=O)CC2)c2nnn(Cc3ccccc3)c2n1	0	-7	-1	-20	-14	-11	-21	-8	0.35
64	CCC(=O)Nc1ccc(Cl)c(NC(=O)c2ccc([N+](=O)[O-])cc2)c1	3	-18	-7[fluorescence artefact?]	-15	-17	6	4	x	1.4
65	C=CCn1c(SCC(=O)NNC(=O)Nc2ccc(C)cc2)nnc1-c1ccccc1	3	-9	-5	1	-16	-2	2	2	0.018
66	Cc1cccc(NC(NC(=O)Cc2ccccc2)C(Cl)(Cl)Cl)c1 (stereo not drawn)	3	-25	5	-2	-19	-11	-4	0	-0.15
67	Cc1ccc(/C=N/Nc2nc3ccccc3[nH]2)s1	5	1	10	-7	5	-12	-13	-8	-0.94

Along the list, as entered above:
Compounds 56–60 in Furin inhibitor read -9, -9[20 µM], -1, -23, -8
Compounds 56–60 in EBV gp42 block read -6, -3, -4, -23, -10
Compounds 56–60 in KLK5 inh read 2, -2, 1, -2, -3
